# High-throughput results: PubChem BioAssay, National Center for Advancing Translational Sciences (NCATS)
# S2 tox: Viability Counterscreen for Primary qHTS for Inhibitors of ATXN expression. AID 651635, 2014. S2 cells (HEK-293 line with an ATXN2-luciferase reporter) viability, CellTiter-Fluor protease fluorescence, 24 h. 400,000 compounds, 0.49% hits. Potency, µM (top dose mostly 56.7 µM), actives largely listed as cytotoxic; also: potency is read from the fitted curve at half-maximal effect; nearly all actives have a fitted effect of over 40% in size
# HT1080NT lethal: qHTS for induction of synthetic lethality in tumor cells producing 2HG: qHTS for the HT-1080-NT fibrosarcoma cell line. HT-1080-NT fibrosarcoma viability, CellTiter-Glo ATP luminescence, 48 h. 360,000 compounds, 1.6% hits. Potency, µM (series often up to 46.1 µM), inactives show top-dose activity, negative = less viability, most hits filed as cytotoxic;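 also: NT is the 2HG producing partner of a matched IDH1 knockdown line; potency is read from the fitted curve at half-maximal effect; 0% = DMSO-treated cells and -100% = media-only wells without cells; nearly all actives have a fitted effect of over 55% in size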
#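 A 48-hour cytotoxicity screen used HT-1080-NT cells plated 2 hours before compound delivery. ATP-based CellTiter-Glo luminescence measured viability, normalized to DMSO and no-cell controls.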
# IL-1B inflam inh: qHTS for Inhibitors of Inflammasome Signaling: IL-1-beta AlphaLISA Primary Screen; THP-1 LPS/ATP IL-1B secretion, AlphaLISA, 16 h; stronger effect = lower value; activity change, % at 57.5 µM; 360,000 compounds, 4.7% hits; in the data active = activity change below about -50%; inconclusive = mostly about -30% to -49%; also: % is scaled to controls: 0 for no effect and ±100 for the full control effect
#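 THP-1 cells pretreated 1 hr with compounds (up to 57.5 uM final), then stimulated with LPS (250 ng/mL final) plus ATP (1.25 mM final); secreted IL-1B measured by AlphaLISA after 16 hr, decreased signal indicating inhibition.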
# KB-3-1 tox: qHTS assay for MDR1-selective chemotherapeutics: Primary screen using the parental adenocarcinoma cell KB-3-1; KB-3-1 viability, CellTiter-Glo ATP luminescence, 72 h; Potency, µM (highest dose often 46.1 µM), for inactives: top-dose activity change, negative = cytotoxic, actives largely listed as cytotoxic; 400,000 compounds, 1.4% hits; also: potency is read from the fitted curve at half-maximal effect; % is scaled to controls: 0 for no effect and ±100 for the full control effect; nearly all actives have a fitted effect of over 60% in size
#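 Cytotoxicity in the drug-sensitive parental line KB-3-1 was scored as loss of CellTiter-Glo luminescence following 72 h incubation with compound. Values come from curve fitting of normalized concentration-response data.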
# SW480 rerep: A quantitative high throughput screen for small molecules that induce DNA re-replication in SW480 colon adenocarcinoma cells; SW480 DNA re-replication, Hoechst DNA content imaging, 48 h; Potency, µM (series often up to 46.1 µM), inactives show top-dose re-replication activation, usual class: activators; 340,000 compounds, 1.8% hits; AID 624297, 2012; also: potency is read from the fitted curve at half-maximal effect; % of control where 0% means no effect; nearly all actives have a fitted effect of over 55% in size
#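 SW480 cells exposed to compounds for 48 hr at 37 C, 5% CO2, then Hoechst-stained 40 min. Nuclear DNA content imaged by fluorescence scanning (405 nm excitation, 500-530 nm emission); re-replication scored as increased high-intensity nuclei.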
# HT1080 IDH1KD tx: qHTS for induction of synthetic lethality in tumor cells producing 2HG: qHTS for the HT-1080-IDH1KD cell line; HT-1080 IDH1 knockdown viability, ATP luminescence, 48 h; Potency, µM (titrated, usually from 46.1 µM), for inactives: top-dose activity, negative = toxicity, actives largely listed as cytotoxic; 360,000 compounds, 2% hits; AID 686971, 2013;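 also: potency is read from the fitted curve at half-maximal effect; 0% = DMSO wells and -100% = cell-free medium wells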
#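 Using the IDH1-knockdown HT-1080 line run in the same batch and compound series as the NT line, viability after 48 h at 37 °C was determined by CellTiter-Glo luminescence and expressed as % activity.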
# KB-V1 cytotox: qHTS assay for MDR1-selective chemotherapeutics: Primary screen using the drug-selected MDR subline cells KB-V1 | Potency, µM (titrated, usually from 46.1 µM), without a hit: top-dose activity change, negative = cytotoxicity, actives largely listed as cytotoxic | 400,000 compounds, 3.4% hits | KB-V1 MDR cells viability, CellTiter-Glo, 72 h; also: potency is read from the fitted curve at half-maximal effect; % is scaled to controls: 0 for no effect and ±100 for the full control effect; nearly all actives have a fitted effect of over 60% in size
#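 Cells of the MDR subline KB-V1 are plated, dosed with compound at multiple concentrations, and incubated 72 h at 37 degrees C; CellTiter-Glo is then added and luminescence read after 10 min.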
# MCF10A rerep: A quantitative high throughput screen for small molecules that induce DNA re-replication in MCF 10a normal breast cells. MCF 10A DNA re-replication, Hoechst nuclear intensity, 48 h. Potency, µM (top dose mostly 46.1 µM), for inactives: at the top dose activity, positive = re-replication, actives largely listed as activators. 350,000 compounds, 2.9% hits. AID 624296, 2012; also: potency is read from the fitted curve at half-maximal effect; % of control where 0% means no effect; nearly all actives have a fitted effect of over 50% in size
# ATXN2 expr inh: Primary qHTS for Inhibitors of ATXN expression; HEK-293 ATXN2-luciferase reporter, luminescence, 24 h; Potency, µM (highest dose often 57 µM), inactives show at the highest dose activity change, negative = inhibition, hits mostly inhibitors; 360,000 compounds, 0.72% hits; also: potency is read from the fitted curve at half-maximal effect; % is scaled to controls: 0 for no effect and ±100 for the full control effect; nearly all actives have a fitted effect of over 55% in size
#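 ATXN2-luciferase reporter cells (luciferase flanked by upstream and downstream ATXN2 gene portions) were treated 24 h at 37 °C with compounds at up to 57 uM. SteadyGlo luminescence gave expression; GF-AFC fluorescence gave viability.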
# * = called active by the depositor; i = inactive; ? = inconclusive; · = not tested or not shown; [ ] = another dose, or the depositor's remark. Unless noted, calls follow the shape of the dose curve; as a rule, active = well fitted curve in the direction sought with a large enough effect; inconclusive = small, poorly fitted or top-dose-only effect, or another doubt; inactive = no such curve, though single readings can be large; an effect the other way counts as inactive or inconclusive.
Structure	S2 tox	HT1080NT lethal	IL-1B inflam inh	KB-3-1 tox	SW480 rerep	HT1080 IDH1KD tx	KB-V1 cytotox	MCF10A rerep	ATXN2 expr inh
O=C(NCc1cccnc1)c1csc([C@H]2C[C@H](O)[C@@H](CO)O2)n1	i	25.1%	31.3	0.0%	·	10.6%	2.4%	·	-5.9%
Cc1cccc(/C=N/NC(=O)Cc2ccc(Cl)cc2)c1O	?	-27.3%	98.3	?	?	?	-16.7%	8.7%	·
COCCNC(=O)c1cc2cc3ccc(OC)cc3nc2o1	i	9.7%	-5.4	11.0%	-20.7%	11.6%	-2.9%	-1.4%	16.2%
CC(C)CN1C(=O)c2ccc(NC(=O)c3ccco3)cc2C1=O	i	-0.7%	0.0	-5.5%	-0.5%	-5.1%	-12.4%	-4.9%	·
NCCCC[C@H]1CNC(=O)C(=O)N1CCc1cccc(F)c1	i	14.4%	6.4	-10.6%	0.2%	9.4%	24.5%	-6.1%	9.1%
Cc1cc(=O)[nH]c(-c2ccccc2)n1	i	5.5%	14.4	10.7%	-2.3%	3.4%	11.6%	-3.0%	1.6%
CCN(CC)CCn1c(NCc2ccc3c(c2)OCO3)nc2ccccc21	i	-13.5%	-15.7	-8.7%	-6.8%	-7.6%	-26.5%	1.3%	-6.7%
COc1ccccc1N(CC(=O)NCc1ccco1)S(=O)(=O)c1ccc(C)cc1	i	-3.0%	-84.6*	-4.6%	11.2%	-2.9%	-25.2%	-1.2%	1.0%
CCc1cccc(NC(=O)Cn2nc(CC)n3c(cc4cc(C)ccc43)c2=O)c1	i	·	·	-0.8%	·	·	-19.3%	·	1.8%
Cc1c(C(=O)Nc2cccc(C(F)(F)F)c2)oc2ccc(S(=O)(=O)N3CCOCC3)cc12	?	9.4%	0.3	-2.1%	-7.9%	?	0.0%	5.4%	-4.7%
Nc1ncnc2c1ncn2[C@@H]1O[C@H](C(=O)N2CCN(Cc3ccccn3)CC2)[C@@H](O)[C@H]1O	i	9.6%	9.3	-0.2%	·	1.5%	-2.2%	·	-9.1%
COc1ccc(-c2cc(C(=O)Nc3c(C)nn(Cc4ccccc4)c3C)no2)cc1	i	-27.3%[9.24 µM]	-0.5	3.8%	3.8%	15.8µM*	-10.9%	?	?
Cc1ccc(NC(=O)N2CCN(c3nnc(C)c4c(C)n(-c5ccccc5)nc34)CC2)c(Cl)c1	i	·	·	-9.3%	·	·	1.5%	·	-13.5%
O=C(Cn1ncc2c1-c1ccccc1OC2)N1CCN(Cc2ccc3c(c2)OCO3)CC1	i	-24.8%	14.3	-4.2%	-1.6%	0.8%	-14.3%	-5.1%	-14.3%
CC(C)c1ccc(NC(=O)C(Cc2ccccc2)NS(=O)(=O)c2ccc3c(c2)CCC(=O)N3)cc1 (configuration not stated)	i	·	·	-16.4%	·	·	-0.1%	·	-18.3%
COc1ccccc1Cc1nc2ccccc2nc1SCC(=O)N1CCC(C)CC1	?	·	·	0.7%	·	·	0.0%	·	0.8%
O=C(CSc1nc(C2CC2)nc2ccccc12)N1c2ccccc2Sc2ccccc21	i	-10.4%	-14.0	-1.6%	0.4%	-6.2%	-5.3%	?	-9.5%
CCOc1ccc(C2CC(=O)NC3=C2C(=O)CCC3)cc1 (configuration not stated)	i	8.1%	-16.1	-4.2%	-3.7%	6.4%	-13.2%	-1.9%	2.0%
Cc1coc2c(C)c3oc(=O)c(CCC(=O)NCCCN4CCCC4=O)c(C)c3cc12	i	4.2%	-8.4	-0.1%	-2.7%	6.8%	-14.3%	-6.3%	-0.2%
COc1cccc(CNC(=O)C(c2ccc(Cl)cc2)C(C)C)c1 (configuration not stated)	i	2.5%	0.6	1.8%	?	19.8%	?	17.2%	-1.6%
O=C(Cn1c(=O)oc2cc(S(=O)(=O)N3CCCC3)ccc21)NCc1ccccn1	i	4.0%	1.3	-4.1%	-9.0%	7.0%	9.9%	-4.1%	2.3%
NC(=O)c1ccccc1OCC(=O)N1CCCC1c1ccc2c(c1)OCCCO2 (configuration not stated)	i	3.0%	10.3	-1.1%	?	-2.6%	13.7%	3.1%	1.6%
CN(C)Cc1c[nH]c2nc[nH]c(=O)c12	i	10.0%	4.3	-0.3%	-0.8%	9.4%	29.2%	1.9%	-14.1%
CSc1ccc(CN2C(=O)C(C)ON=C2c2ccccc2F)cc1 (configuration not stated)	i	7.5%	20.3	-7.5%	·	0.4%	-21.9%	·	-7.1%
O=C(O)/C=C/c1cn(-c2ncc(C(F)(F)F)cc2Cl)c2ccccc12	i	-2.3%	8.4	1.7%	-6.5%	-6.2%	-3.2%	0.0%	-8.8%
COc1ccc(C2=Nn3c(nnc3-c3ccc(OC)cc3)SC2)cc1	i	?	2.4	0.651µM*	1.84µM*	?	1.3µM*	0.92µM*	-24.0%
CCOC(=O)Nc1ccc(S(=O)(=O)Nc2onc(C)c2C)cc1	i	18.4%	·	5.6%	-14.3%	10.0%	-14.7%	-0.6%	5.9%
CCN1/C(=C\C=C(C(C)=O)C(C)=O)Sc2ccccc21	i	1.9%	-6.7	-18.5%	-4.2%	-11.3%	-2.8%	27.7%	18.0%
CCC1CCCCN1S(=O)(=O)c1ccc([N+](=O)[O-])cc1 (configuration not stated)	i	-9.5%	-25.0	-1.6%	?	-19.8%	-0.2%	17.9%	-9.7%
CC(C)COc1ccc(C(=O)N(Cc2ccco2)C2CCS(=O)(=O)C2)cc1 (configuration not stated)	i	-1.0%	2.4	-1.1%	1.7%	-2.3%	0.0%	4.4%	-9.5%
C/C(CC(=O)N1CCN(C=O)CC1)=N\NC(=O)c1cccc([N+](=O)[O-])c1	i	7.2%	-4.7	16.5%	-0.3%	-0.3%	-0.5%	4.7%	-15.4%
Cc1c(C)n2c3c(cccc13)CC2	i	2.0%	34.9	-5.1%	-10.9%	12.3%	5.6%	-35.0%[inhibitor]	1.2%
COc1ccccc1OCCNC(=O)c1ccco1	i	6.6%	18.4	-0.2%	-3.0%	12.0%	-0.2%	1.5%	15.1%
O=C(CCS(=O)(=O)c1ccccc1)Nc1nc(-c2ccccn2)cs1	?	-9.7%	-7.1	?	?	-6.9%	-9.6%	?	-21.9%
CCOc1ccc(N(C)S(=O)(=O)c2cnc[nH]2)cc1	·	6.8%	14.8	4.9%	-8.7%	3.7%	?	10.0%	·
C=C(C)C(=O)N1CC2(CC(c3cccc(NC(=O)/C=C\C=C/C)c3)=NO2)C[C@H]1C(N)=O (some centres not stated)	i	10.3%	5.7	29.0%	-4.8%	12.2%	0.0%	2.0%	1.8%
COc1ccc(C(=O)NCC(=O)OCC(=O)c2ccccc2Br)cc1OC	i	1.1%	-3.8	-0.9%	·	8.2%	13.5%	·	·
CCNc1sc(S(C)(=O)=O)nc1S(=O)(=O)c1ccc(C)cc1	i	·	·	12.2%	·	·	-5.2%	·	10.7%
Cc1nonc1N1CCN(Cc2cn[nH]c2-c2ccc3c(c2)OCO3)CC1	i	-3.1%	-6.0	17.9%	-1.4%	-10.4%	9.1%	-0.9%	6.3%
O=C(COC(=O)c1cccc(Cl)c1)NC1CCCCCCC1	?	3.1%	-1.3	19.2%	-31.3%[inhibitor]	8.2%	-2.0%	-0.8%	-1.5%
COCC(C)N=C1NN=C(c2c[nH]c3ccccc23)CS1 (configuration not stated)	i	1.3%	-79.7*	-0.7%	-0.8%	-7.1%	6.4%	-0.1%	·
Cc1cccc(NS(=O)(=O)c2ccc(C)c(C(=O)NCC(c3cccs3)N(C)C)c2)c1 (configuration not stated)	i	-2.8%	-8.5	-20.9%	-4.9%	-12.0%	-27.6%	?	-1.9%
CCOC(=O)c1nc(C)nc(Sc2n[nH]c(-c3cc(C(F)(F)F)cc(C(F)(F)F)c3)n2)c1C	?	-9.4%	-2.4	-6.0%	-19.5%	-1.1%	0.0%	16.4µM*	-37.9%
CCOC(=O)CN(C(=O)c1ccccc1[N+](=O)[O-])C(C)(C)C	?	21.7%	11.9	24.1%	35.6%	18.4%	8.0%	?	14.7%
CCOc1ccc(-c2nnn(CC(=O)NCc3ccc(F)cc3)n2)cc1OCC	i	0.1%	1.2	-7.4%	12.7%	1.2%	?	-14.5%	9.2%
CC1(C)CC(=O)C2=C(C1)N(c1ccccc1)C(=O)CC2c1ccsc1 (configuration not stated)	i	20.2%	0.0	0.4%	-12.1%	1.5%	3.8%	-1.0%	-8.8%
NC(=O)c1ccc(C(F)(F)F)cn1	i	20.5%	8.0	4.9%	-25.0%	7.9%	5.5%	-0.9%	34.7%[activator]
COc1ccc(C(C#N)=Cc2cccc(OC)c2OC)cc1	i	-8.2%	5.5	?	·	-9.4%	?	·	·
CCN(CC)CCCn1c(C)cc2c(c1=O)C(c1ccccc1)C(C#N)=C(N)O2 (configuration not stated)	i	-7.8%	-0.9	-0.2%	-3.1%	-3.4%	1.8%	-2.6%	0.3%
O=C(c1ccccc1-c1ccccc1)N1CCCC1	i	-0.5%	29.6	-8.7%	-6.3%	4.7%	1.6%	-2.8%	5.6%
